ATXN2 expr inh: Primary qHTS for Inhibitors of ATXN expression. HEK-293 ATXN2-luciferase reporter, luminescence, 24 h. 0.72% of 360,000 active. Potency, µM (top dose mostly 57 µM), inactives show top-dose activity change, negative = inhibition, actives largely listed as inhibitors; further: potency means the concentration at half of the fitted maximal effect; on the % scale 0 is the no-effect control and ±100 the full control effect; nearly all actives have a fitted effect of over 55% in size
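qHTS (up to 57 uM final) was run with 24 h compound exposure of reporter cells at 37 °C. Each well was multiplexed: SteadyGlo luminescence measured ATXN2-luciferase expression after a fluorogenic Gly-Phe-AFC viability readout (25 uM final).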
S2 tox: Viability Counterscreen for Primary qHTS for Inhibitors of ATXN expression; AID 651635, 2014; Potency, µM (series often up to 56.7 µM), usual class: cytotoxic; S2 cells (HEK-293 line with an ATXN2-luciferase reporter) viability, CellTiter-Fluor protease fluorescence, 24 h; 0.49% of 400,000 active; further: potency means the concentration at half of the fitted maximal effect; nearly all actives have a fitted effect of over 40% in size
KB-3-1 tox: qHTS assay for MDR1-selective chemotherapeutics: Primary screen using the parental adenocarcinoma cell KB-3-1; KB-3-1 viability, CellTiter-Glo ATP luminescence, 72 h; Potency, µM (doses to about 46.1 µM), inactives show top-dose activity change, negative = cytotoxic, usual class: cytotoxic; 1.4% of 400,000 active; further: potency means the concentration at half of the fitted maximal effect; on the % scale 0 is the no-effect control and ±100 the full control effect; nearly all actives have a fitted effect of over 60% in size
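KB-3-1 cells, DMEM (no phenol red) + 10% FBS; compound by pin transfer, 72 h, 37 °C. Readout: CellTiter-Glo luminescence after 10 min. Data normalized, curve-fitted.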
HT1080NT lethal: qHTS for induction of synthetic lethality in tumor cells producing 2HG: qHTS for the HT-1080-NT fibrosarcoma cell line; AID 686970, 2013; 1.6% of 360,000 active; HT-1080-NT fibrosarcoma viability, CellTiter-Glo ATP luminescence, 48 h; Potency, µM (series often up to 46.1 µM), without a hit: at the highest dose activity, negative = less viability, most hits filed as cytotoxic;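 further: NT is the 2HG producing partner of a matched IDH1 knockdown line; potency means the concentration at half of the fitted maximal effect; 0% = DMSO-treated cells and -100% = media-only wells without cells; nearly all actives have a fitted effect of over 55% in size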
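Compounds were tested in concentration-response format on HT-1080-NT cells for 48 hours at 37 degrees C. Cell viability came from CellTiter-Glo luminescence; curves were classified by r2, response magnitude and activity.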
MCF10A rereplic: A quantitative high throughput screen for small molecules that induce DNA re-replication in MCF 10a normal breast cells | Potency, µM (doses to about 46.1 µM), for inactives: top-dose activity, positive = re-replication, usual class: activators | MCF 10A DNA re-replication, Hoechst nuclear intensity, 48 h | 2.9% of 350,000 active; further: potency means the concentration at half of the fitted maximal effect; % of control where 0% means no effect; nearly all actives have a fitted effect of over 50% in size
IL-1B inflam inh: qHTS for Inhibitors of Inflammasome Signaling: IL-1-beta AlphaLISA Primary Screen; THP-1 LPS/ATP IL-1B secretion, AlphaLISA, 16 h; active compounds read low; activity change, % at 57.5 µM; 4.7% of 360,000 active; AID 743279, 2014; in the data active means activity change below about -50%; inconclusive means mostly about -30% to -49%; further: on the % scale 0 is the no-effect control and ±100 the full control effect
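Secreted IL-1B measured by AlphaLISA bead assay after 16 h compound exposure of THP-1 cells; compounds (final up to 57.5 uM) added 1 h before LPS (250 ng/mL) and ATP (1.25 mM) stimulation; lower signal means less secretion.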
HepG2 tox: qHTS for Inhibitors of TGF-b: Cytotox Counterscreen; HepG2 CAGA-GFP viability, ATP luminescence, 18 h; Potency, µM (top dose mostly 46.1 µM), inactives show at the top dose activity change, negative = cytotoxicity, actives largely listed as cytotoxic; 0.76% of 410,000 active; AID 588856, 2011; further: potency means the concentration at half of the fitted maximal effect; some results filed as inactive show a strong effect at the top dose
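HepG2 CAGA-GFP cells (1000/well, DMEM with 1% FBS) received compound, then TGF-beta at 500 pg/mL final, and were incubated 18 hours at 37 degrees C. Viability was read by CellTiter-Glo luminescence. Media-only wells were set as complete cell-killing and DMSO as no toxicity.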
HT1080 IDH1KD tx: qHTS for induction of synthetic lethality in tumor cells producing 2HG: qHTS for the HT-1080-IDH1KD cell line | Potency, µM (titrated, usually from 46.1 µM), for inactives: at the highest dose activity, negative = toxicity, actives largely listed as cytotoxic | 2% of 360,000 active | AID 686971, 2013 | HT-1080 IDH1 knockdown viability, ATP luminescence, 48 h;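 further: potency means the concentration at half of the fitted maximal effect; 0% = DMSO wells and -100% = cell-free medium wells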
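Luminescent ATP read-out (CellTiter-Glo, 10 min at room temperature) after 48 h compound exposure at 37 °C gave viability of IDH1-knockdown HT-1080 cells. Activity was normalised to DMSO and cell-free wells, then fitted as concentration-response curves.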
SW480 rereplic: A quantitative high throughput screen for small molecules that induce DNA re-replication in SW480 colon adenocarcinoma cells. 1.8% of 340,000 active. SW480 DNA re-replication, Hoechst DNA content imaging, 48 h. Potency, µM (top dose mostly 46.1 µM), for the others: top-dose re-replication activation, most hits filed as activators; further: potency means the concentration at half of the fitted maximal effect; % of control where 0% means no effect; nearly all actives have a fitted effect of over 55% in size
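Compounds, transferred as 23 nL by pin tool, were incubated with cells for 48 hr; DNA content per nucleus was then quantified by Hoechst staining and fluorescence plate imaging.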
Numbers without * were called inactive; i = inactive; ? = inconclusive; / = not tested or not shown; [ ] = another dose, or the depositor's remark. Unless noted, the call rests on the fitted dose curve; in most records, active means well fitted curve in the direction sought with a large enough effect; inconclusive means small, poorly fitted or top-dose-only effect, or another doubt; inactive means no such curve, though single readings can be large; an effect the other way counts as inactive or inconclusive.

Values in the order – ATXN2 expr inh	S2 tox	KB-3-1 tox	HT1080NT lethal	MCF10A rereplic	IL-1B inflam inh	HepG2 tox	HT1080 IDH1KD tx	SW480 rereplic
#1 COC(=O)CCC[C@H]1CC2(C[C@H](CCCO[Si](C)(C)C(C)(C)C)N1C(=O)OC(C)(C)C)OCCO2
 : -3%	i	?	4%	?	45	-19%	-1%	?
#2 Cc1cccc(NC(=O)CNC(=O)c2ccco2)n1
 : 1%	i	-9%	7%	0%	4	0%	7%	0%
#3 N#C/C(=C\c1ccc[nH]1)C(=O)NC1CC1
 : 2%	i	0%	0%	-5%	-5	6%	?	-2%
#4 c1ccc2nc3c(cc2c1)CCCCCC3
 : 5%	i	15%	-2%	-3%	33	-20%	0%	-4%[9.22 µM]
#5 COc1ccc(Cl)cc1C(=O)N(Cc1nc(-c2cccc(C)c2)no1)C(C)C
 : ?	?	?	0%	?	6	-22%	-6%	?
#6 CCOc1ccc(NC(=O)CN(C)C(=O)C2CCCC2)cc1OCC
 : 3%	?	15%	10%	0.65µM*	16	-23%	4%	-43%[inhibitor]
#7 CCOC(=O)N1CCN(C(=O)CCN2C(=O)c3ccccc3S2(=O)=O)CC1
 : -17%	i	-3%	1%	-3%	9	-3%	12%	-289%[inhibitor]
#8 COCCNC(=S)N(CCCN(C)C)Cc1cc2cc3c(cc2[nH]c1=O)OCCO3
 : 7%	i	19%	1%	8%	?	-4%	9%	-4%
#9 C[C@H](O)[C@@H]1CN2CCc3c([nH]c4ccc(-c5ccc6c(c5)OCO6)cc34)[C@@H]2C[C@@H]1N(C)C(=O)NC1CCCCC1
 : 0%	i	0.58µM*	0%	/	8	-19%	1%	/
#10 O=C(COc1ccccc1Cl)N1CCc2ccccc2C1
 : 24%	?	17%	2%	-5%	-9	-1%	-7%	24%
#11 COc1ccc(C(C(=O)NC2CCCCC2)N(C(=O)CCl)c2ccccc2Cl)cc1 (configuration not stated)
 : -26%	i	0%	18µM*	1%	?	-21%	-8%	?
#12 Cc1c(C(=O)OC(C)C(C)C[N+](C)(C)C)oc2ccccc12 (configuration not stated)
 : -5%	i	?	-2%	5%	-8	-1%	-4%	-11%
#13 O=C(COC(=O)c1ccccc1Nc1cccc(C(F)(F)F)c1)NCc1ccco1
 : -17%	i	0%	-13%	?	12	-27%	-11%	17%
#14 COC(=O)c1cc(CSc2nnc(-c3ccccc3)c(-c3ccccc3)n2)oc1C
 : -28%	i	-2%	-9%	?	-16	1%	-10%	?
#15 Cc1cc(C)c(S(C)(=O)=O)c(Oc2cccc(C(F)(F)F)c2)n1
 : -16%	i	0%	-2%	?	25	-4%	6%	-4%
#16 COc1ccc(OC)c(Nc2cc(-c3ccccc3)nc(N)n2)c1
 : 2%	?	1µM*	1.5µM*	0.65µM*	-25	-11%	1.5µM*	2.6µM*
#17 CCOC(=O)c1c(C)n(CC(COC(C)=O)OC(C)=O)c2ccc(OC(C)=O)cc12 (configuration not stated)
 : 1%	i	11%	-3%	0%	21	-22%	3%	-4%
#18 O=C(CSc1nc2ccccc2n1S(=O)(=O)c1cccc([N+](=O)[O-])c1)NCc1cccs1
 : 30%	i	5%	3%	-8%	-3	-1%	7%	-3%
#19 CCC(C)OC(=O)C(C)Oc1ccc(-c2ccccc2)cc1 (configuration not stated)
 : /	i	-7%	0%	0%	0	-2%	-1%	-4%
#20 CC(C)Oc1ccc(F)cc1-c1cc(C(=O)Nc2ccccc2)[nH]n1
 : 19%	i	0%	5%	/	-69*	4%	25%	/
#21 CCOC(=O)C1=C(CN2CCC(C)CC2)NC(=O)NC1c1ccc(OC(C)C)cc1 (configuration not stated)
 : -34%	?	2%	/	/	/	-31%	/	/
#22 O=C(NCc1ccccn1)c1cc(Cl)ccc1OCc1ccccc1
 : -6%	i	9%	-9%	-1%	-53*	-14%	-19%	-3%
#23 COc1ccc(C(=O)Oc2c(Sc3ccccc3)c(C)nn2-c2ccccc2)c(OC)c1
 : ?	?	5%	/	/	/	-100%	/	/
#24 COc1ccc2c(c1OC)C(=O)N1N=C(c3ccc(-c4ccccc4)cc3)CC21 (configuration not stated)
 : /	i	0%	3%	-2%	-3	4%	-2%	-109%[inhibitor]
#25 O=C(CSc1nc2ccccc2c(=O)n1CC1CCCO1)NCc1ccccc1 (configuration not stated)
 : -1%	i	8%	?	3%	28	1%	15%	?
#26 COc1ccc(CCNC(=O)c2ccc(CNc3c(N4CCOCC4)c(=O)c3=O)cc2)cc1OC
 : -8%	i	5%	6%	-1%	-8	11%	8%	-4%
#27 CCOC(=O)C1CCCN(C(=O)c2cc(COc3ccc(C)nc3)on2)C1 (configuration not stated)
 : 21%	i	-20%	-10%	-1%	i	12%	-9%	?
#28 O=C(CCS(=O)(=O)c1cccc2nonc12)N1CC(=O)N(CCc2ccccc2)C(=O)C1
 : -3%	i	-9%	0%	1%	9	-3%	-2%	0%
#29 CC(C)CNC(=O)C1CC(=O)OC12CCCCC2 (configuration not stated)
 : -4%	i	5%	1%	-12%	8	-16%	-7%	-7%
#30 COc1ccccc1/C=C1\SC(=S)N(CCC(=O)Nc2cccc(O)c2)C1=O
 : ?	?	-5%	-19%	10µM*	-25	-47%	-3%	-24%

Quoted at random: 7 entries already listed.
Values in the order – ATXN2 expr inh	S2 tox	KB-3-1 tox	HT1080NT lethal	MCF10A rereplic	IL-1B inflam inh	HepG2 tox	HT1080 IDH1KD tx	SW480 rereplic
#19 CCC(C)OC(=O)C(C)Oc1ccc(-c2ccccc2)cc1 (configuration not stated)
 : /	i	-7%	0%	0%	0	-2%	-1%	-4%
#26 COc1ccc(CCNC(=O)c2ccc(CNc3c(N4CCOCC4)c(=O)c3=O)cc2)cc1OC
 : -8%	i	5%	6%	-1%	-8	11%	8%	-4%
#25 O=C(CSc1nc2ccccc2c(=O)n1CC1CCCO1)NCc1ccccc1 (configuration not stated)
 : -1%	i	8%	?	3%	28	1%	15%	?
#18 O=C(CSc1nc2ccccc2n1S(=O)(=O)c1cccc([N+](=O)[O-])c1)NCc1cccs1
 : 30%	i	5%	3%	-8%	-3	-1%	7%	-3%
#16 COc1ccc(OC)c(Nc2cc(-c3ccccc3)nc(N)n2)c1
 : 2%	?	1µM*	1.5µM*	0.65µM*	-25	-11%	1.5µM*	2.6µM*
#28 O=C(CCS(=O)(=O)c1cccc2nonc12)N1CC(=O)N(CCc2ccccc2)C(=O)C1
 : -3%	i	-9%	0%	1%	9	-3%	-2%	0%
#20 CC(C)Oc1ccc(F)cc1-c1cc(C(=O)Nc2ccccc2)[nH]n1
 : 19%	i	0%	5%	/	-69*	4%	25%	/

Other compounds follow:
(31) CCc1cccc(NC(=O)Cn2c(=O)n(CCc3ccc(OC)c(OC)c3)c(=O)c3ccccc32)c1
(32) Cc1ccc(OCC(=O)N/N=C/c2cccc3cccnc23)cc1
(33) COc1cccc(NC(=O)CN(C)C(=O)CNC(=O)c2ccccc2F)c1
(34) CCOC(=O)c1cc(CC)sc1/N=C/C1=C(O)CCCC1=O
(35) COc1ccc2nc(SCC(=O)c3ccco3)[nH]c2c1
(36) CCN(CC)c1ccc(NC(=O)COC(=O)CCC(=O)c2cccs2)cc1
(37) CCN(CC)CCNc1nc2c(c(=O)[nH]c(=O)n2C)n1CCCc1ccccc1
(38) CCN(CC)C(=S)Nc1ccc(Cl)c(Cl)c1

Screen / compound no.	31	32	33	34	35	36	37	38
ATXN2 expr inh	-3%	?	0%	2%	41%[activator]	/	11%	3%
S2 tox	i	i	?	i	i	i	i	i
KB-3-1 tox	?	-14%	-12%	4%	7%	3%	?	?
HT1080NT lethal	/	-22%	-26%	3%	2%	-3%	0%	4%
MCF10A rereplic	/	0%	2%	-1%	-1%	0%	-4%	24%
IL-1B inflam inh	/	99	48	-4	-8	13	-10	5
HepG2 tox	-6%	-36%	5%	-15%	-3%	0%	-29%	8%
HT1080 IDH1KD tx	/	?	-26%	-3%	5%	1%	2%	11%
SW480 rereplic	/	?	?	-6%	-1%	-13%	-5%	-32%[inhibitor]

(39) Cn1c(=O)c(=O)n(C)c2cc(S(=O)(=O)N3CCN(Cc4ccccc4)CC3)ccc21
(40) CC1(C)Cc2cccc(OCC(=O)NC3CC3)c2O1
(41) O=C(Cc1ccccc1)NC(=S)Nc1ccc(N2CCCCC2)cc1
(42) CCCn1c(SCC(=O)Nc2cc(S(=O)(=O)N(C)C)ccc2OC)n[nH]c1=O
(43) O=C(c1ccc(-c2cc3ccccc3oc2=O)cc1)N1CCN(c2ccc(Cl)cc2[N+](=O)[O-])CC1
(44) O=C(NC(=S)NNC(=O)c1cnccn1)c1ccc(F)cc1
(45) O=C(CSc1n[nH]c(-c2cccnc2)n1)Nc1ccccc1
(46) CN(c1ccc(C(=O)Nc2ccc(CC#N)cc2)cc1)S(C)(=O)=O

Screen / compound no.	39	40	41	42	43	44	45	46
ATXN2 expr inh	-1%	-15%	1%	/	-10%	/	-8%	-5%
S2 tox	i	i	i	i	i	i	i	?
KB-3-1 tox	4%	-5%	22%	1%	-1%	2%	10%	14%
HT1080NT lethal	-7%	-3%	14%	-5%	2%	?	9%	2%
MCF10A rereplic	0%	9%	?	8%	-3%	11%	-2%	?
IL-1B inflam inh	-10	17	-9	16	-13	85	-2	44
HepG2 tox	0%	-5%	-35%	10%	-7%	-1%	0%	-1%
HT1080 IDH1KD tx	-1%	-1%	10%	-3%	-1%	?	1%	1%
SW480 rereplic	-5%	0%	2%	-3%	2%	18%	0%	-11%
